AGP1-GFP MLPCN: modulators of AGP1-GFP expression in yeast TOR pathway, primary screen, cell-based, multiplex flow cytometry, S. cerevisiae, MLPCN library; 3 h; GFP as percent of DMSO wells; GFP response vs DMSO, % at 10 µM; 320,000 compounds, 0.02% hits; AID 2066, 2009;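 active = GFP response relative to DMSO above a set limit, near screen average plus 3 SD, cut at about 150% in these data; inconclusive = fewer than 70 cells counted for the yeast strain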;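 note: median GFP channel fluorescence of the gated AGP1 strain per well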
CR mimetic SO: reduction of superoxide in aged yeast, primary screen, HTS | AID 2690, 2010 | superoxide response (% of plate mean), % at 10 µM | 330,000 compounds, 0.18% hits | S. cerevisiae aged cells, superoxide DHE fluorescence; active compounds read low;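 active = superoxide response under a set limit, about three screen SD below normal, cut at about 65% in these data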;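 note: yeast aged for seven days with compound at 30 °C before DHE staining; 100% = average MFI of all compound-treated wells on the plate with controls excluded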
GRK2 aptamer HTS: compounds blocking aptamer binding on GRK2 – biochemical, human GRK2, bead flow cytometry, HTS, primary screen; FAM-aptamer displacement from GRK2; inhibition of aptamer binding, % at 10 µM; 330,000 compounds, 0.59% hits;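 active = inhibition of aptamer binding above 40%, roughly 3 SD of noise, on plates passing a quality check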;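 note: median bead fluorescence of bound FAM aptamer so fluorescent compounds give negative values; no value below 0 was filed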
CIT2-GFP yeast: modulators of CIT2-GFP expression in yeast, primary screen, S. cerevisiae, GFP fusion, multiplex flow cytometry, MLPCN library | S. cerevisiae CIT2-GFP strain, 3 h; 100 means same as DMSO wells | GFP response vs DMSO, % at 10 µM | 320,000 compounds, 0.065% hits | AID 2029, 2009;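 active = GFP response relative to DMSO above a set limit, near the screen mean plus 3 SD, cut at about 150% in these data; inconclusive = Fewer than 70 cells measured for a yeast strain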;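 note: ratio of well median GFP fluorescence to mean of DMSO wells on the plate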
VLA-4 inh: inhibition in human VLA-4 binding assay, primary screen, VLA-4 allosteric modulator project, MLPCN library, flow cytometry, VLA-4 expressing cells | 330,000 compounds, 0.2% hits | inhibition, % (about 7 µM as worked out from the volumes in the protocol) | ligand binding flow cytometry; in the data active = inhibition above about 50%
GLD-1 TGE inh: GLD-1/TGE RNA complex disruptors, primary screen, biochemical, fluorescence polarization; Female germline-specific tumor suppressor gld-1 (Caenorhabditis elegans), Q17339; purified GLD-1 + fluorescein TGE RNA; inhibition, % at 5.96 µM; 320,000 compounds, 0.44% hits; AID 2280, 2010;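 active = percent inhibition above a per-plate cutoff, the plate mean of test compounds plus 3 SD, cut at about 30% in these data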;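 note: 0% = DMSO wells with GLD-1 and probe and 100% = wells lacking GLD-1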
MCL1 BIM primary: inhibitors of MCL1 binding to BIM-BH3, primary screen, biochemical, fluorescence polarization; Induced myeloid leukemia cell differentiation protein Mcl-1 (Homo sapiens), Q07820; GST-MCL1 / FITC-Bim-BH3 fluorescence polarization; inhibition, % at 10.9 µM; 320,000 compounds, 0.68% hits;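 active = inhibition above the mean inhibition of all tested compounds plus 3 SD, set per campaign, cut at about 40% in these data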;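 note: 0% = DMSO wells and 100% = unlabeled Bim-BH3 peptide control; higher means more loss of mP so more displacement of Bim peptide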
Target sequence (Q07820 whole entry, looked up): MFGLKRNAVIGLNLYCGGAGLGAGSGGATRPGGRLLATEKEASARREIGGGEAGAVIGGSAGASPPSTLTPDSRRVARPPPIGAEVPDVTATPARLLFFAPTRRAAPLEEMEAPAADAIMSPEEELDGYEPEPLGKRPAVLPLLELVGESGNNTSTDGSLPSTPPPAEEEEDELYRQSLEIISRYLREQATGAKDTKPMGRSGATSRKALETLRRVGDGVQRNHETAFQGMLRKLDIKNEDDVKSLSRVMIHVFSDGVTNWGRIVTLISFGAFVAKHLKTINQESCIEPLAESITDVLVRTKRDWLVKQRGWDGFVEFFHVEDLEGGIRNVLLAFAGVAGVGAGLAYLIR
MEX-5 binding: MEX-5 zinc finger RNA-binding disruptors – biochemical, C. elegans, fluorescence polarization, MLPCN library, primary screen. activity score (negative = inhibition of binding), % at 10 µM. Zinc finger protein mex-5 (Caenorhabditis elegans), Q9XUB2. MEX-5/FITC-TCR2 RNA binding; active compounds read low. AID 1832, 2009. 300,000 compounds, 0.38% hits;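 active = inhibition past about -25% in most replicates, and total fluorescence under double the plate's negative control median, limit read from the data; inconclusive = replicates evenly split on the limit, or fluorescence at least double controls; inactive = too little inhibition in most replicates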;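 note: 0% = DMSO and -100% = 5 µM competing unlabeled TCR2 RNA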
Target sequence (Q9XUB2 whole entry, looked up): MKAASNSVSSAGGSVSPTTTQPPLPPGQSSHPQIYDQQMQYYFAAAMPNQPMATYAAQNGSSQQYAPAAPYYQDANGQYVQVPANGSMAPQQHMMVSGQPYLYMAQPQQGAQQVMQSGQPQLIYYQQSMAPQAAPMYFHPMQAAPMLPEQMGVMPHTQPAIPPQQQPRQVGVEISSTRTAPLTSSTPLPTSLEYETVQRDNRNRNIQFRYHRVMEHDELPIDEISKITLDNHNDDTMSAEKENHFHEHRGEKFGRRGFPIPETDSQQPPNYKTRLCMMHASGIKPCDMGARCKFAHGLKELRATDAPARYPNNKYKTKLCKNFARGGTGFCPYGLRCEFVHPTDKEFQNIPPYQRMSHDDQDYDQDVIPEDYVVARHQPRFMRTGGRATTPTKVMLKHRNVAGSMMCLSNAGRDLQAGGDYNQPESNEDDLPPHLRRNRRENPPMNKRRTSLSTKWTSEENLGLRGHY
Bcl-xL primary: inhibitors of human Bcl-xL, primary screen, biochemical, fluorescence polarization, HTS | Bcl-2-like protein 1 (Homo sapiens), Q07817 | GST-Bcl-xL / FITC-Bim BH3 peptide fluorescence polarization | inhibition, % at 10.9 µM | 320,000 compounds, 0.7% hits | AID 2129, 2009;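 active = inhibition above the mean of all tested compounds plus 3 SD, cutoff set per campaign, cut at about 30% in these data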;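 note: 0% = DMSO wells and 100% = unlabeled Bim-BH3 peptide competitor; inhibitors lower millipolarization by displacing the labeled peptide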
Target sequence (Q07817 whole entry, looked up): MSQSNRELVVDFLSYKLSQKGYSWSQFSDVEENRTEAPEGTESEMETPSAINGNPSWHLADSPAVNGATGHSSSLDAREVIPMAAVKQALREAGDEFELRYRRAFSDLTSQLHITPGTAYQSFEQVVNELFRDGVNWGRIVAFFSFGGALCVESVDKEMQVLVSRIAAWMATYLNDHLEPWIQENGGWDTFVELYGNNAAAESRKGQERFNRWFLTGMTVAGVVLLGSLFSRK
Active calls of the source: *; ? = inconclusive; / = no result given.

SMILES | AGP1-GFP MLPCN | CR mimetic SO | GRK2 aptamer HTS | CIT2-GFP yeast | VLA-4 inh | GLD-1 TGE inh | MCL1 BIM primary | MEX-5 binding | Bcl-xL primary
COc1ccc(S(=O)(=O)N(C)C[C@H]2Oc3ccc(NC(=O)Nc4c(C)noc4C)cc3C(=O)N([C@H](C)CO)C[C@@H]2C)cc1 | 98 | 87 | 3 | 95 | 19 | 2 | / | / | /
O=C1c2ccc([N+](=O)[O-])cc2S(=O)(=O)N1Cc1ccccc1 | 91 | 96 | 3 | 99 | 16 | -1 | 7 | 1.6 | 6
CCCc1cc2c(cc1NC(=O)c1ccco1)OCO2 | 111 | 92 | 1 | 99 | -3 | 1 | 1 | 0.6 | 6
O=C(CSc1nccc(=O)[nH]1)NCc1ccco1 | 104 | 97 | 37 | 97 | 13 | -1 | 15 | -1.0 | 11
CN(C(=O)COC(=O)c1ccc(CN2CCCC2=O)cc1)c1ccccc1 | 97 | 102 | 2 | 102 | 0 | 6 | -20 | / | -9
O=c1nccc(N/N=C/c2ccccc2)[nH]1 | 101 | 94 | 0 | 102 | 0 | / | / | -2.3 | /
CC1(C)Cc2c(sc3[nH]c(=S)n(Cc4ccco4)c(=O)c23)CO1 | 96 | 114 | 0 | 92 | 4 | 3 | -6 | 1.9 | 1
CCOCC(=O)Nc1c(C)n(C)n(-c2ccccc2)c1=O | 102 | 83 | 0 | 91 | 12 | 1 | 5 | 0.3 | 3
O=Cc1c(-c2ccccc2)nc2ccccn12 | 97 | 104 | 8 | 89 | 0 | 4 | -5 | ? | -1
CN1C(=O)C(O)(CC(=O)c2ccccn2)c2cc(Br)ccc21 (stereo not given) | / | 89 | 0 | 103 | 6 | 7 | -3 | -1.6 | 0
CCc1c(C)c(C#N)c2[nH]c3ccccc3n2c1=S | 81 | 90 | 1 | 102 | -8 | 1 | -7 | 2.3 | 9
CCC(C)NC(=O)c1ccc(Cl)c(S(=O)(=O)Nc2ccccc2N2CCOCC2)c1 (stereo not given) | 102 | 80 | 0 | 103 | 8 | 9 | 0 | / | 6
CC(=O)NC1C(=O)N=C(SCC(=O)Nc2cccc(Cl)c2)NC1=O (stereo not given) | 111 | 77 | 0 | 110 | 21 | 11 | 12 | -1.0 | 3
O=[N+]([O-])c1c(NCCO)cc(N2CCCCC2)c2nonc12 | 97 | 85 | 2 | 107 | 2 | -2 | 7 | -4.4 | -1
Cc1cccc(N(C)C(=S)Oc2ccc3ccccc3c2)c1 | 84 | 128 | 0 | 81 | 39 | 5 | 12 | 0.8 | 4
C=CCn1c(SCC(=O)NCC2CCCO2)nc2sc(CC)cc2c1=O (stereo not given) | 93 | 100 | 6 | 102 | 6 | 8 | / | / | /
CCN1CCN(Cc2c(C(=O)N/N=C(\C)c3ccc(Cl)cc3)nnn2-c2nonc2N)CC1 | 98 | 103 | 1 | 96 | -6 | -2 | 6 | ? | 1
Cc1nc(NC(=O)c2ccccc2)sc1-c1csc(Nc2cccc(F)c2)n1 | 115 | 94 | 0 | 109 | -3 | 0 | -16 | 2.6 | -8
CN(C)S(=O)(=O)c1cccc(CSCc2cccc(S(=O)(=O)N(C)C)c2)c1 | 96 | 111 | 0 | 103 | 5 | -6 | 2 | -4.3 | 0
COc1cccc(C(=O)NCc2ccc3[nH]c(C)cc3c2)c1 | 99 | 85 | 24 | 98 | -5 | 12 | 23 | 0.9 | 24
C=C(C)CSc1nnc2[nH]c(=O)cc(N)n12 | 98 | 93 | 2 | 91 | 7 | 4 | 5 | -0.7 | 6
COc1ccc(/C=N/Nc2nccnc2Cl)c(OC)c1 | 100 | 105 | 1 | 100 | -1 | -4 | 7 | 0.5 | 4
CCCNC(=O)NC(=O)CSc1nnc(C)n1N | 101 | 101 | 0 | 102 | 12 | 6 | 5 | / | 0
Cc1ccc2c(Cl)cc(Cl)c(OCC(=O)NCCc3ccccn3)c2n1 | 92 | 99 | 3 | 102 | 2 | 2 | 5 | 0.5 | 5
COc1ccccc1C(=O)Nc1c(C)cc(Br)cc1C | 94 | 79 | 3 | 82 | -9 | -9 | -3 | -6.6 | 5
CCCCC(=O)NC(NC(=S)N1CCCCCC1)C(Cl)(Cl)Cl (stereo not given) | 89 | 99 | 0 | 93 | 19 | 1 | 12 | 4.2 | 5
COc1cc2cc(/C=C/C(=O)c3ccco3)c(Cl)nc2cc1OC | 104 | 95 | 31 | 102 | -48 | -45 | -54 | -2.0 | -20
CCS(=O)(=O)n1nc(-c2ccccc2)nc1N | 109 | 100 | 0 | 110 | 5 | -1 | 2 | 0.2 | 5
CC(C)C[C@H](NC(=O)N1CC(=O)Nc2ccccc21)C(=O)N[C@H](C(=O)O)c1ccccc1 | 101 | 85 | 1 | 101 | -14 | -1 | -4 | -2.2 | 0
Cc1ccc(NC(=O)CSc2nnc(CSc3nc(C)cc(C)n3)n2Cc2ccco2)c(C)c1 | 96 | 105 | 0 | 88 | 4 | -3 | 1 | -0.7 | 4
Cc1ccc(CCNC(=O)CCS(=O)(=O)c2ccc(Br)cc2)cc1 | 103 | 92 | 3 | 100 | 27 | 1 | 2 | -1.3 | 8
c1ccc2c(C[C@@H]3CNCCN3CCCCC3CCCCC3)cccc2c1 | 90 | 94 | 0 | 88 | 21 | -2 | / | / | /
Oc1ccc(/C=N/Nc2ccc(Cl)nn2)c(O)c1O | 92 | 102 | 6 | 98 | -7 | 10 | 35 | -48* | 28
COc1ccccc1OCC(=O)/C=C1/N(C)c2ccccc2C1(C)C | 105 | 97 | 3 | 89 | -32 | -9 | -20 | 4.0 | -15
Cc1ccc(/C=C2/NC(=O)N(Cc3ccccc3)C2=O)s1 | 111 | 101 | 2 | 97 | -105 | -52 | -84 | -20 | -24
O=C(COC(=O)c1ccccc1NC(=O)c1ccco1)NCCC1=CCCCC1 | 105 | 95 | 1 | 98 | -7 | 0 | -12 | -6.7 | -7
CC(=O)OCc1c(C(F)(F)F)nn(C)c1SCc1ccc(Cl)cc1 | 112 | 96 | 3 | 117 | 6 | 13 | 10 | -1.4 | 3
COC(=O)c1ccc(CNC(=O)COC(=O)CCC(=O)c2ccc(F)cc2)cc1 | 88 | 97 | 2 | 87 | 18 | 9 | / | / | /
O=C(COc1ccc([N+](=O)[O-])cc1Cl)Nn1cnnc1 | 104 | 97 | 0 | 106 | 9 | 6 | -1 | -0.2 | 1
CCOC(=O)C1=C(c2ccccc2)NC(SCC(=O)Nc2ccc(C)cc2)=C(C#N)C1c1ccco1 (stereo not given) | ? | 94 | 0 | ? | 34 | 7 | -5 | 0.4 | -4
O=C(CCCc1ccccc1)Nc1ccccn1 | 93 | 115 | 0 | 76 | -4 | 9 | 6 | 0.5 | 3
Cc1cccc(CN2C(=O)/C(=C\c3ccc(C(=O)NCCN4CCOCC4)cc3)Sc3ccccc32)c1 | 101 | 126 | 0 | 101 | 8 | -2 | 2 | 1.1 | 3
COC(=O)c1sccc1NC(=O)C1C2C=CC(C2)C1C(=O)O (stereo not given) | 97 | 109 | 15 | 91 | 14 | -5 | -3 | -4.0 | -5
Cc1cc(-c2ccc(C)c(S(=O)(=O)NCc3ccc(OC(C)C)cc3)c2)on1 | 103 | 94 | 3 | 96 | 6 | 8 | 0 | 0.5 | -1
COC(=O)[C@]1(Cc2ccccc2)N[C@H](c2ccc(-c3cccc(Cl)c3)cc2)[C@@H]2C(=O)N(C)C(=O)[C@@H]21 | 90 | 100 | 2 | 98 | 14 | 0 | 4 | -3.4 | 5
CC1CCCCC1NC(=O)C(Cc1ccccc1)NS(=O)(=O)c1cccs1 (stereo not given) | 99 | 96 | 0 | 103 | -7 | -5 | 4 | 1.0 | 3
COc1ccc(NC(=O)c2cc(Cl)ccc2NC(=O)c2ccco2)c(OC)c1 | ? | 96 | 0 | ? | 0 | 3 | -3 | -3.7 | 3
O=C(C1CCCN(S(=O)(=O)c2ccc([N+](=O)[O-])cc2)C1)N1CCCCC1 (stereo not given) | 95 | 105 | 53* | 98 | 5 | 4 | 10 | -3.2 | 4
Cc1cccc(-n2ncc3c(NCCCn4ccnc4)ncnc32)c1 | 106 | 101 | 0 | 99 | -6 | -7 | -1 | 0.7 | 1
Cc1cc(OCC(=O)N2CCOCC2)ccc1[N+](=O)[O-] | 106 | 111 | 0 | 101 | 6 | 7 | -3 | 2.5 | 1
CCOc1ccc(S(=O)(=O)NCc2ccccn2)cc1NC(=O)c1ccccc1F | 104 | 107 | 0 | 103 | 15 | 0 | 3 | 1.9 | 0
NC(=O)c1nsc(C(=O)N(c2ccc(Cl)cc2)C(C(=O)NCC2CCCO2)c2cccs2)c1N (stereo not given) | 106 | 88 | 7 | 98 | 7 | -1 | 0 | -0.7 | 3
O=S(=O)(NC1=NCCC1)c1cccs1 | 101 | 90 | 0 | 107 | 2 | 5 | 2 | 2.0 | 7
O=C(NC(=S)Nc1ccc(N2CCCC2)cc1)c1ccc(F)cc1 | 97 | 99 | 0 | 93 | -11 | 1 | 3 | 0.1 | 1
CCN(c1ccccc1)P(=O)(Nc1ccccc1)Nc1ccccc1 | 103 | 107 | 0 | 110 | 1 | 0 | -5 | -7.4 | -4
O=C(C1=C[C@@H](c2ccc(Br)cc2)C[C@@H](OCc2ccc(CO)cc2)O1)N1CCN(Cc2ccc3c(c2)OCO3)CC1 | 91 | 101 | 5 | 119 | -11 | -1 | 11 | 1.7 | 2
C[C@]12CC[C@H](O)CC1=CCC1C2CC[C@@]2(C)C1CC[C@@H]2NC(=O)CCC(=O)O (stereo not given in full) | 100 | 105 | 1 | 95 | 0 | -3 | / | / | /
Cc1cc([N+](=O)[O-])nn1CC(=O)Nc1ccc(Cl)cn1 | 111 | 103 | 3 | 98 | 16 | 3 | 2 | 0.4 | 7
COc1ccccc1NC(=O)N1CCCC1C(=O)NCc1ccccc1Cl (stereo not given) | 101 | 96 | 0 | 107 | -1 | 4 | -2 | 1.8 | 4
CCOC(=O)C1(Cc2ccc(Cl)cc2)CCN(Cc2nccn2CC)CC1 | 103 | 93 | 1 | 101 | 5 | 5 | 13 | 4.0 | 3
COCCNC(=O)C(=O)NCC1OCCN1C(=O)c1ccc(Cl)cc1 (stereo not given) | 97 | 115 | 2 | 98 | 7 | -7 | 0 | 1.1 | -4
O=C(NCCc1nc2ccccc2[nH]1)/C(=C/c1ccc2c(c1)OCO2)NC(=O)c1ccccc1 | 99 | 97 | 0 | 95 | 2 | 3 | 4 | -0.1 | 6

Screening results: PubChem, several laboratories
